# Source: PubChem
# CHRM1 PAM: positive allosteric modulators of human M1 muscarinic receptor. P11229. CHO-K1 hM1, Fluo-8 calcium fluorescence, ACh EC20; 0% = ACh EC20, 100% = maximal ACh. activation, % at 3 µM. 360,000 tested, 0.088% active. AID 588819; in the data active = activation above about 19%, passing the limit was not always enough
# Target sequence (P11229 whole entry, looked up): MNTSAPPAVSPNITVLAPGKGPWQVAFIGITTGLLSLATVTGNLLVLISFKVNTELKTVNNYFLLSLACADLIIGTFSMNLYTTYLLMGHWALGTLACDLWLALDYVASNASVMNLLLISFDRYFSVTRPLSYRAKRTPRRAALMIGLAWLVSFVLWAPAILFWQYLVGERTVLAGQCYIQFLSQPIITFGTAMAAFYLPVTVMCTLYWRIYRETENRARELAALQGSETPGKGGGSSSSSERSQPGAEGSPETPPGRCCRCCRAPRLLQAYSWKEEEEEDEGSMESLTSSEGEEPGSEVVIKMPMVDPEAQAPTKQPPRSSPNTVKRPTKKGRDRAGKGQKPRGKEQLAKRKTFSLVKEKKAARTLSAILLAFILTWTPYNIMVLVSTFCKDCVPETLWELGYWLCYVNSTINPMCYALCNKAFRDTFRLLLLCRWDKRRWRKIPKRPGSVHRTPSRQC
# M1 ag: activates human CHRM1 receptor. P11229. CHO-K1 hM1, Fluo-8 calcium fluorescence, agonist mode; 0% DMSO, 100% acetylcholine EC100. activation, % at 3 µM. 360,000 tested, 0.33% active. AID 588814;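 active = activation above the run's mean compound activation plus 3 SD, cut at about 16% in these data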;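 note: peak over basal fluorescence ratio within a 140 s kinetic read after compound addition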
# OXTR potentiator: potentiators of human oxytocin receptor | CHO-OTR cells, Fluo-8 calcium fluorescence, potentiator mode; 0% = oxytocin EC15, 100% = EC100 | activation, % at 3 µM | 320,000 tested, 0.061% active;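 active = activation above that plate's cutoff, the mean activation of tested compounds plus 3 SD, cut at about 6.6% in these data, passing the limit was not always enough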;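 note: 100% uses oxytocin at 75 nM as the full agonist control; some results filed as inactive read as strong as hits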
#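 Assay system: CHO-OTR cells, human receptor / Also added: oxytocin at about EC15, sub-maximal agonist stimulus / Dosing: single dose, 3.0 µM nominal final compound concentration / Incubation: 6 min pre-incubation, 100 s read / Technique: Fluo-8 calcium dye fluorescence / Read-out: % activation vs EC15 and EC100 oxytocin / Benchmarks: EC15 oxytocin low, 75 nM oxytocin high / Replicates: singlicate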
# CHO parental Ca: counter-screen for OX1R antagonists: effect in parental CHO cells. inhibition, % at 5.6 µM. 330,000 tested, 0.63% active. parental CHO-K1, ATP-induced calcium, Fluo-8 fluorescence;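 active = inhibition above that plate's mean sample inhibition plus 3 SD, cut at about 26% in these data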;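 note: 0% = ATP-challenged DMSO wells and 100% = DMSO wells without ATP; some compounds past the cut are filed as inactive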
#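 Assay system – parental CHO cells · Reagent – ATP stimulus · Detection – intracellular calcium via Fluo-8 no-wash fluorescent dye · Evaluation – percent inhibition of ATP-evoked calcium rise, normalized to controls · Controls – ATP wells versus no-ATP DMSO wells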
# TAAR1 ag: agonists of human TAAR1; Q96RJ0; CHO RD-HGA16 TAAR1, Fluo-8 calcium fluorescence; vehicle wells 0%, saturating PEA agonist 100%; activation, % at 3 µM; 360,000 tested, 0.99% active;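 active = activation above the mean activation of all test compounds in the run plus 3 SD, cut at about 38% in these data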
#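 System: CHO-derived RD-HGA16 cells with stable Gα16 and human TAAR1 / Times: 17-24 h plating, Fluo-8 75 min 37 °C, 30 min RT / Technique: calcium-sensitive Fluo-8 signal, excitation 470-495, emission 515-575 nm / Measure: % activation relative to PEA EC100 response / Benchmarks: DMSO and PEA EC100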
# OXTR ag: human OXTR agonism; CHO-OTR cells, Fluo-8 calcium fluorescence; normalized: DMSO 0%, oxytocin 100%; activation, % at 3 µM; 320,000 tested, 0.32% active; AID 2435;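 active = activation above the mean of all tested compounds plus 3 SD, cutoff set per screening run, cut at about 20% in these data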;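 note: peak over basal fluorescence ratio from a 100 s FLIPR kinetic read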
# TAAR1 antagonist: antagonists of human TAAR1. CHO RD-HGA16 TAAR1, Fluo-8 calcium fluorescence, antagonist. inhibition, % at 3 µM. 360,000 tested, 1.5% active;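 active = inhibition above a per-plate cutoff, the mean inhibition of test compounds on that plate plus 3 SD, cut at about 49% in these data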;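 note: 0% = DMSO plus EC80 beta-PEA response and 100% = DMSO alone without agonist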
#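 System: CHO RD-HGA16 cells bearing hTAAR1. Reagent: EC80 β-phenethylamine stimulus. Schedule: seeding 17-24 h prior, 75-min 37 °C, 30-min RT dye loading. Signal: Fluo-8 intracellular calcium dye fluorescence, real-time kinetic reads. Read-out: % inhibition from peak post-agonist over basal fluorescence ratio. Benchmarks: vehicle wells and EC80 agonist wells. Replicates: n of 1.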
# V1R ag counter: counter-screen for oxytocin receptor agonists: human V1a receptor agonists; CHO-V1R cells, Fluo-8 calcium fluorescence, agonist mode; 0% DMSO, 100% 3 nM vasopressin; 320,000 tested, 0.25% active; P37288; activation, % at 3 µM;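 active = activation above the mean activation of all tested compounds plus 3 SD, per screening run, cut at about 20% in these data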;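 note: signal is peak over basal fluorescence ratio across a 100 second FLIPR read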
# Target sequence (P37288 whole entry, looked up): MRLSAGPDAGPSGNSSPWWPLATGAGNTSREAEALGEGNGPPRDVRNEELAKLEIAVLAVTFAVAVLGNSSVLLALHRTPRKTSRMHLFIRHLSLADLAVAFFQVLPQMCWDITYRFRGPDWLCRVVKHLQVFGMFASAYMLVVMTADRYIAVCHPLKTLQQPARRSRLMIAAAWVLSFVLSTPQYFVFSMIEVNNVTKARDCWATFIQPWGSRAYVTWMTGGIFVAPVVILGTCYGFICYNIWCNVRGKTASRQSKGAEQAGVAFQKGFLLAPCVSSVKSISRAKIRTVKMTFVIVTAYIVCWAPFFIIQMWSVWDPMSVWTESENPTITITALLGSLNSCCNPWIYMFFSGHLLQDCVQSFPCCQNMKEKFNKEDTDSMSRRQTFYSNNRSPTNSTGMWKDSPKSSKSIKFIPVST
# M1 antag: antagonists of human M1 muscarinic receptor. P11229. CHO-K1 hM1, Fluo-8 calcium fluorescence, ACh EC80 antagonist. inhibition, % at 3 µM. 360,000 tested, 1.3% active;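 active = percent inhibition above its own plate's cutoff, namely the mean of that plate's compound wells plus 3 SD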;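 note: peak over basal fluorescence ratio during 140 s after agonist addition; 0% = ACh EC80 plus DMSO and 100% = DMSO alone without agonist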
# Starred values were filed as active, the others as inactive; x = not tested or not shown.
nr	Molecule	CHRM1 PAM	M1 ag	OXTR potentiator	CHO parental Ca	TAAR1 ag	OXTR ag	TAAR1 antagonist	V1R ag counter	M1 antag
1	CC(=O)Nc1ccc2nc(NC(=O)CCc3ccccc3)sc2c1	4	1	-3	-12	6	-1.6	5	-0.3	-3
2	CCOc1ccc(-c2ccc(SCC(=O)NCC3CCCO3)nn2)cc1 (stereo not drawn)	6	-4	1	-23	-2	-0.9	-9	-0.5	-2
3	Cc1nn(-c2c(Cl)cc(Cl)cc2Cl)c(=O)c2ccccc12	1	13	-4	-20	29	-1.9	5	-0.5	-4
4	CCOc1ccccc1N1CCN(C(=O)c2ccccc2SCC(=O)N2CCCC2)CC1	-5	1	1	-20	13	1.8	38	7.2	7
5	CCOc1cc(/C=N/NC(=O)c2ccccn2)ccc1OC(=O)c1ccc(F)cc1	2	-1	-2	-28	4	0.4	26	3.4	-6
6	CC(=O)c1cccc(NC(=O)CSc2nc(=O)n(CCN3CCOCC3)c3c2CCC3)c1	2	-6	-7	-13	4	-0.5	0	-1.1	-8
7	COc1cccc(NC(=S)N/N=C2/CCCCc3ccccc32)c1	5	-9	x	x	-1	x	12	x	-4
8	O=C(CSc1nnc(-c2ccc(F)cc2)c2ccccc12)Nc1cccc(Cl)c1	-4	-4	-2	-19	-1	-2.5	-18	-1.5	5
9	CN(CC(=O)Nc1ccc(F)cc1)CC(=O)NC1CCCCC1	4	-2	-2	-8	2	0.7	-19	-0.9	-7
10	Cc1ccc2sc(NC(=O)c3cccc(N4C(=O)CCC4=O)c3)nc2c1C	3	1	-17	11	48*	17	45	13	-7

# Full records, quoted from the list. Screens in order: CHRM1 PAM	M1 ag	OXTR potentiator	CHO parental Ca	TAAR1 ag	OXTR ag	TAAR1 antagonist	V1R ag counter	M1 antag
# CCOc1ccccc1N1CCN(C(=O)c2ccccc2SCC(=O)N2CCCC2)CC1 across the screens: -5	1	1	-20	13	1.8	38	7.2	7
# CN(CC(=O)Nc1ccc(F)cc1)CC(=O)NC1CCCCC1 across the screens: 4	-2	-2	-8	2	0.7	-19	-0.9	-7
# CCOc1ccc(-c2ccc(SCC(=O)NCC3CCCO3)nn2)cc1 (stereo not drawn) across the screens: 6	-4	1	-23	-2	-0.9	-9	-0.5	-2

# Further structures follow:
nr	Molecule	CHRM1 PAM	M1 ag	OXTR potentiator	CHO parental Ca	TAAR1 ag	OXTR ag	TAAR1 antagonist	V1R ag counter	M1 antag
11	Clc1ccc(C(c2ccccc2)N2CCN(c3ccccn3)CC2)cc1 (stereo not drawn)	-6	-4	-4	-13	-1	-1.5	-32	-0.7	9
12	O=C(c1ccc(C(=O)N2CCCc3ccccc32)nc1)N1CCCc2ccccc21	6	-6	-3	-5	10	0.6	3	0.3	1
13	O=C(Cc1ccc(NC(=O)C2CCCN(C(=O)CCc3ccccc3)C2)cc1)Nc1ccc(C(=O)N2CCOCC2)cc1 (stereo not drawn)	5	-5	x	x	0	x	-12	x	-9
14	CC1(C)C(=O)NCCN1C(=O)CC1C(=O)NCCN1Cc1cccc(C(F)(F)F)c1 (stereo not drawn)	9	0	-10	-4	0	0.0	-5	0.2	-4
15	COc1ccc(C2(O)CCN(C(=O)c3ccc4c(c3)OCO4)CC2)cc1	4	0	-4	9	1	0.5	1	-0.7	0
16	CCn1c2ccccc2c2cc(NC(=O)c3coc(=O)c(Br)c3)ccc21	6	1	-6	-4	5	0.5	105*	0.3	-17
17	Cc1ccc(-c2nn(-c3ccccc3)cc2/C=N/O)cc1	19	8	-3	-20	0	-1.6	-1	-0.7	-17
18	CC1(c2nnc(-c3cccc(Cl)c3)o2)CC(c2ccc(Br)cc2)=NO1 (stereo not drawn)	-4	0	-8	-13	2	-0.3	4	-0.9	9
19	COc1ccc([C@H]2C[C@@H](n3cc(COC(=O)c4ccccc4)nn3)[C@H](O)CN2C(=O)c2cccs2)cc1	2	4	x	x	7	x	13	x	-5
20	COc1ccc(S(=O)(=O)Nc2ccc(-n3cccc3)cc2)cc1	9	-7	-13	-18	0	-0.3	-11	2.0	-11

# Limited to M1 ag, for two of the compounds above:
item	Molecule	M1 ag
14	CC1(C)C(=O)NCCN1C(=O)CC1C(=O)NCCN1Cc1cccc(C(F)(F)F)c1 (stereo not drawn)	0
20	COc1ccc(S(=O)(=O)Nc2ccc(-n3cccc3)cc2)cc1	-7

# More records follow.
nr	Molecule	CHRM1 PAM	M1 ag	OXTR potentiator	CHO parental Ca	TAAR1 ag	OXTR ag	TAAR1 antagonist	V1R ag counter	M1 antag
21	COC(=O)CCN(C(=O)C12CC3CC(CC(C3)C1)C2)c1ccccn1	11	-3	-3	0	3	0.0	1	0.1	-14
22	Nn1c(SCC(=O)NC2CCCCC2)nnc1-c1ccco1	6	-2	3	-2	7	0.2	-6	0.5	-8
23	CC1=CCC2C(=O)N(c3ccc4ccccc4n3)C(=O)C2C1 (stereo not drawn)	8	-5	1	-12	2	-1.9	9	-0.3	-7
24	CCn1c(=N)n(CCOc2ccc(OC)cc2)c2ccccc21	-4	-6	6	-4	14	2.5	1	1.2	8
25	COc1ccccc1C(=O)NNC(=O)c1ccccc1[N+](=O)[O-]	0	-6	0	-1	18	0.1	-33	-0.1	1
26	O=C(CSc1nnnn1C1CCCCC1)Nc1ccc(F)cc1	10	-4	-2	-7	-2	2.7	19	-1.1	-9
27	O=C(O)COc1ccc(/C=C/c2nc(-c3ccccc3O)n[nH]2)cc1	3	1	-13	-9	3	0.2	-16	0.6	-15
28	O=C(CSc1nc(O)c(Cc2ccccc2)c(=O)[nH]1)N1CCOCC1	4	-4	3	6	8	1.1	-11	1.2	-6
29	O=C(O)c1[nH]c2ccc(Cl)cc2c1CC(=O)N1CCN(c2ccccc2)CC1	9	-4	-8	44*	10	-0.5	-7	-0.5	-13
30	Cc1nccn1CCOc1ccccc1Cl	-5	-8	x	x	0	x	-16	x	12
31	Cc1ccccc1CNC(=O)CCn1nc(C)c2c(C)n(-c3ccccc3)nc2c1=O	1	-5	2	-16	-2	-0.9	-19	-0.1	2
32	O=C(NC1(C(F)(F)F)NC(=O)N(C2CCCCC2)C1=O)C1CC1 (stereo not drawn)	-6	-4	-3	8	3	-0.3	-22	0.0	12
33	Cc1n[nH]c(C)c1Sc1ccccc1N=Cc1cc([N+](=O)[O-])ccc1O	x	x	-4	-3	x	3.4	x	2.5	x
34	CN(C)c1ccc(Nc2c3c4c(cccc4n(C)c2=O)C(=O)c2ccccc2-3)cc1	9	-4	3	-14	5	-0.6	-5	-0.2	-9
35	COc1ccc(C(=O)N2CCCC(c3nc(-c4cc(OC)c(OC)c(OC)c4)no3)C2)cc1 (stereo not drawn)	2	-5	1	-24	x	-1.3	x	-0.3	-1
36	CCCCN1C[C@H](Cc2ccccc2)[C@@H](CC(=O)Nc2ccccc2)C1=O	8	7	-4	-9	3	-1.1	20	-0.1	6
37	COC(=O)c1sc(-c2ccc(C(C)(C)C)cc2)cc1NC(=O)CSCC(=O)O	7	-3	-10	3	5	0.8	49*	2.5	-8
38	CCC1(O)C(=O)OCc2c1cc1n(c2=O)Cc2cc3c(N)cccc3nc2-1 (stereo not drawn)	-24	-4	x	x	0	x	-2	x	-14
39	CC1(C(=O)NC(=S)NNC(=O)c2ccncc2)CCCCC1	-9	39*	-16	-5	92*	9.9	24	19	2
40	CCCCn1c(SCn2nnc3ccccc3c2=O)nc2cc(S(N)(=O)=O)ccc21	-5	-8	-4	-13	1	0.9	20	0.4	7
41	CCOc1ccc(S(=O)(=O)c2c(C(=O)c3ccccc3)cnc3cc4c(cc23)OCCO4)cc1	-3	-9	-7	-15	3	0.5	7	2.0	2
42	COC(=O)[C@@]12CCCCN1[C@H](c1ccc(-c3ccc(OC)cc3)cc1)[C@@H]1C(=O)N(C)C(=O)[C@@H]12	2	-3	-15	-13	6	-0.7	0	-0.6	2
43	C[C@H](NC(=O)c1[nH]cnc1C(=O)Nc1cccc(Cl)c1)c1ccccc1	2	-4	-8	-47	14	1.4	10	0.2	2
44	O=C(/C=C/c1ccc(F)cc1)NCCC1=CCCCC1	-3	-5	-2	-2	7	-1.0	5	5.0	-3
45	CC(C)(C)OC(=O)C[C@H]1C/C=C\C[C@@H](CC(=O)N(CCO)Cc2ccccc2)C(=O)N[C@H](Cc2ccccc2)COC1=O	1	-5	-5	-25	4	-1.1	-8	-0.4	-2
46	CCCCCC(=O)N1C[C@@H](n2cc(COC(=O)c3ccccc3)nn2)[C@H](O)C[C@@H]1c1ccc(C)cc1	3	-5	x	x	6	x	11	x	-9
47	CCCCn1c(O)c(/C=C2\C=NN=C2c2ccccc2)sc1=S	0	-6	-5	-20	-4	-0.3	16	-0.6	5
48	Nc1ccc2nc3c(c(Cl)c2c1)CCCC3	4	-2	-2	-19	1	-0.1	-13	-0.2	-3
49	CCOc1cc(N2CCOCC2)c(OCC)cc1NC(=O)Cn1[nH]c(=O)c2ccccc2c1=O	10	-3	2	1	4	0.9	13	0.1	-2
50	O=C(CC[C@H]1O[C@@H](n2ccc(=O)[nH]c2=O)[C@H](O)[C@@H]1O)N1CCN(Cc2cccc3ccccc23)CC1	-1	-4	x	x	4	x	-9	x	-18
51	CC(=O)Nc1ccc(NC(=O)c2cccc(Oc3ccccc3)c2)cc1	16	-2	-2	7	4	1.4	-3	-0.2	-16
52	CCN(CC)S(=O)(=O)c1ccc(C(=O)N2CCN(c3ncccn3)CC2)cc1	4	-6	-8	3	-2	0.7	-6	3.5	5
53	O=C(OCc1cc(Cl)ccc1OC(F)F)c1cncc(Br)c1	0	-4	-22	-14	1	-1.7	15	-0.6	4
54	COc1cccc(CNS(=O)(=O)c2ccc(S(=O)(=O)NC3CC3)cc2)c1	9	-2	-5	2	6	4.7	9	3.5	-7

# 3 of the entries above in order of their number in M1 ag, highest first:
No.	mol	CHRM1 PAM	M1 ag	OXTR potentiator	TAAR1 ag	M1 antag
54	COc1cccc(CNS(=O)(=O)c2ccc(S(=O)(=O)NC3CC3)cc2)c1	9	-2	-5	6	-7
53	O=C(OCc1cc(Cl)ccc1OC(F)F)c1cncc(Br)c1	0	-4	-22	1	4
52	CCN(CC)S(=O)(=O)c1ccc(C(=O)N2CCN(c3ncccn3)CC2)cc1	4	-6	-8	-2	5
